# Screening results from PubChem.
# FUS yeast rescue: qHTS for Suppressors of FUS Proteinopathy: Primary screen using FUS-linked yeast assay; Potency, µM (top dose mostly 76.6 µM), for the others: top-dose growth rescue (activation), hits mostly activators; hit rate 0.24% among 390,000; S. cerevisiae FUS-expressing, growth rescue, OD600, 24 h;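 note: potency is the fitted concentration of half-maximal effect; plate controls were DMSO vehicle for no effect and reference control for full effect; nearly all actives have a fitted effect of over 55% in size; some results filed as inactive show a strong effect at the top dose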
#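 Compound concentration series was pinned onto galactose-induced FUS-expressing yeast seeded at OD 0.005. Plates sat 24hr at 30C; absorbance at 600 nm gave growth. DMSO served as background control.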
# EPAC2 antag: qHTS for Antagonist of cAMP-regulated guanine nucleotide exchange factor 2 (EPAC2): primary screen | Rap guanine nucleotide exchange factor 4 (Homo sapiens), Q8WZA2 | EPAC2 GEF exchange of Rap1B-BODIPY-GDP, fluorescence | Potency, µM (doses to about 114 µM), without a hit: at the top dose activity, negative = inhibition, hits mostly inhibitors | hit rate 0.18% among 360,000; note: potency is the fitted concentration of half-maximal effect; % is set by controls: 0 for no effect and ±100 for the full control effect; nearly all actives have a fitted effect of over 45% in size; many of its hits are not listed in these tables
# Target sequence (Q8WZA2 whole entry, looked up): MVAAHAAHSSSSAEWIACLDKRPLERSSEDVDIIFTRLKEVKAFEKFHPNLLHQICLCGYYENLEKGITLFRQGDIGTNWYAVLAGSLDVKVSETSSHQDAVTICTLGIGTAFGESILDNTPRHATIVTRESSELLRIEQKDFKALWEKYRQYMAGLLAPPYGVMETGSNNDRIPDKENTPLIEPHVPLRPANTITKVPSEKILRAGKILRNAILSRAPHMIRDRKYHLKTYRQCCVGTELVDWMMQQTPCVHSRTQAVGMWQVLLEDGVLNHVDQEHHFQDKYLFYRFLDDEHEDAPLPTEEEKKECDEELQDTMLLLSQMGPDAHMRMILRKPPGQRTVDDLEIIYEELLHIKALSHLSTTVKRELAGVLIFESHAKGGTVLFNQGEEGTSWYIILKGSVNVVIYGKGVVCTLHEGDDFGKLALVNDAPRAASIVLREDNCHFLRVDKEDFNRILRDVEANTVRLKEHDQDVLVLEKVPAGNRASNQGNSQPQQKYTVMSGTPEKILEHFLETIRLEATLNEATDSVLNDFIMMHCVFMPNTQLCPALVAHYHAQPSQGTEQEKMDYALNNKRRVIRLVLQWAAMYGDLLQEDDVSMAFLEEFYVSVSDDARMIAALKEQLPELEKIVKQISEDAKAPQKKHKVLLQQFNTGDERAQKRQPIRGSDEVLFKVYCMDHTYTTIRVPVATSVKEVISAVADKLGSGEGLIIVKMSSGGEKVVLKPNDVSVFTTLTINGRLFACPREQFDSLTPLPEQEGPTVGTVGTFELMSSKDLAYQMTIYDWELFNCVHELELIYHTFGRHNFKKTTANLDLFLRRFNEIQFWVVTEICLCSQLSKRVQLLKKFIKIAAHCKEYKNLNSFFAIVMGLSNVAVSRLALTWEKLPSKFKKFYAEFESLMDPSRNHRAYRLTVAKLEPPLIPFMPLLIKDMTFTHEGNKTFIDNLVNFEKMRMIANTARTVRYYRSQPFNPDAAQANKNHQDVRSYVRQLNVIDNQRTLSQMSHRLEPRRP
# Abeta yeast res: qHTS for compounds that reverse cellular toxicity of Amyloid beta (A-beta) peptide in yeast: Primary Screen. yeast expressing A-beta42, growth rescue, OD600, 48 h; response scale: 0% DMSO, 100% iron-clioquinol control. Potency, µM (highest dose often 46.1 µM), inactives show at the top dose growth rescue, actives largely listed as activators. hit rate 0.063% among 410,000. AID 1347071, 2019; note: potency is the fitted concentration of half-maximal effect; nearly all actives have a fitted effect of over 55% in size
#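 Growth rescue measured by 600 nm absorbance after 48 h yeast culture at 30 C with compound. Values normalized between DMSO and an equimolar ferric chloride plus clioquinol control.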
# TDP-43 yeast inh: qHTS of TDP-43 Inhibitors; Potency, µM (highest dose often 46.1 µM), for inactives: at the top dose growth rescue (activation), usual class: activators; TDP-43 expressing yeast growth rescue, BacTiter-Glo, 24 h; AID 652104, 2013; hit rate 1.8% among 410,000; note: potency is the fitted concentration of half-maximal effect; % of control where 0% means no effect; nearly all actives have a fitted effect of over 50% in size
#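 Readout is BacTiter-Glo luminescence of cell growth, so inhibitors register as activators. TDP-43-expressing yeast at OD600=0.02 in galactose medium, after raffinose pregrowth to mid-log, were incubated with compound for 24 hr at 30 deg C.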
# D3 ag: qHTS of D3 Dopamine Receptor Agonist: qHTS; max activation, %; hit rate 0.58% among 410,000; D3R DiscoveRx beta-arrestin cells, luminescence, 90 min; in the data active = max activation above about 30%; note: 0% is about no effect; mostly tested at two doses, the higher about 12 µM
#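 Cells at 1500/well, incubated overnight, then treated with pinned compounds (dopamine as control) for 90 min at 37 degrees C. DiscoveRx reagent added for 30 - 60 minutes at room temperature; luminescence read.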
# aSyn yeast inh: qHTS of alpha-syn Inhibitors; AID 652106, 2013; hit rate 0.14% among 370,000; Yeast expressing alpha-synuclein, growth rescue, BacTiter-Glo, 24 h; Potency, µM (doses to about 46.1 µM), for the others: at the top dose growth rescue (activation), hits mostly activators; note: potency is the fitted concentration of half-maximal effect; % of control where 0% means no effect; nearly all actives have a fitted effect of over 65% in size
#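 Rescue of yeast growth: cells expressing toxic alpha-synuclein, induced in galactose at OD600 0.02, incubated with compound 24 h at 30 C. ATP luminescence quantified growth; inhibitors of toxicity appear as activators.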
# DRD3 antagonist: qHTS of D3 Dopamine Receptor Antagonist: qHTS; D(3) dopamine receptor (Homo sapiens), P35462; D3R cells, DiscoveRx beta-arrestin luminescence, antagonist mode; hits give low values; max response, negative = inhibition, %; hit rate 2.5% among 360,000; in the data active = max response below about -50%; inconclusive = no clear call, values can overlap the other calls; note: % is set by controls: 0 for no effect and ±100 for the full control effect; mostly tested at two doses, the higher about 12 µM
#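 Cells expressing the human receptor were seeded at 1500 cells/well, incubated overnight at 37 degrees C in 5% CO2, then exposed to library compounds with dopamine controls for 90 minutes at 37 degrees C before luminescent detection.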
# EPAC2 ag: qHTS for Agonist of cAMP-regulated guanine nucleotide exchange factor 4 (EPAC2): primary screen | Rap guanine nucleotide exchange factor 4 (Homo sapiens), Q8WZA2 | EPAC2 activation, biochemical qHTS; response scale: 100% = 6.5 mM cAMP response | Potency, µM (highest dose often 154 µM), inactives show at the highest dose activation, most hits filed as activators | hit rate 0.079% among 360,000; note: potency is the fitted concentration of half-maximal effect; nearly all actives have a fitted effect of over 50% in size
#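 Each well held 100 nM EPAC2, 250 nM RAP1B-BODIPY-GDP and 50 uM GDP. Fluorescence, read at 5-min intervals to 30 min, was referenced to a 6.5 mM cAMP positive control.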
# An asterisk follows results filed as active; u = inconclusive; x = no result given; [ ] = remark or other dose. Unless noted, calls come from the whole dose curve; as a rule, active = well fitted curve in the direction sought with a large enough effect; inconclusive = small, poorly fitted or top-dose-only effect, or another doubt; inactive = no such curve, though single readings can be large; an effect the other way counts as inactive or inconclusive. A portion of the library (hit frequency here may not be typical).
1. COc1cc(OC)cc(C(=O)NNC(=O)CCNC(=O)c2ccc(Br)cc2)c1
2. CCCOc1ccc(OCC(=O)c2[nH]c(C)c(C(C)=O)c2C)cc1
3. Cc1cccc(-n2c(SCc3ccc([N+](=O)[O-])cc3)nnc2-c2c[nH]c3ccccc23)c1
4. CC1CN(c2nc3c(c(=O)n(C)c(=O)n3C)n2Cc2c(F)cccc2Cl)CC(C)O1 (stereo unspecified)
5. Cc1cccc(N(CC(=O)NC2CCCC2)C(=O)CS(=O)CC(=O)Nc2ccc3c(c2)OCO3)c1 (stereo unspecified)
Screen / compound no.	1	2	3	4	5
FUS yeast rescue	-21%	10%	2%	-1%	26%
EPAC2 antag	-5%	0%	-6%	9%	4%
Abeta yeast res	8%	-2%	-8%	8%	1%
TDP-43 yeast inh	13%	3%	1%	24%	-17%
D3 ag	-3	4	3	7	3
aSyn yeast inh	0%	2%	-9%	6%	0%
DRD3 antagonist	0	17	-1	-3	-20
EPAC2 ag	-8%	6%	4%	-3%	2%

6. O=C(Nc1cc(C(F)(F)F)ccc1N1CCCC1)c1ccc2c(c1)OCO2
7. CC(=O)c1sc(NC(=O)c2ccc3c(c2)OCO3)nc1C
8. Cc1cnc2cc(Cl)c(Cl)cc2n1
9. CCOc1ccc(-n2c(SCC(=O)NC)nnc2-c2ccco2)cc1
10. CC(C)c1ccc(OCC(=O)Nc2c3c(nn2C(C)(C)C)CS(=O)(=O)C3)cc1
Screen / compound no.	6	7	8	9	10
FUS yeast rescue	12%	-15%	6%	7%	30%
EPAC2 antag	6%	14%	6%	1%	-17%
Abeta yeast res	-32%[inhibitor]	-5%	-7%	4%	3%
TDP-43 yeast inh	18µM*	7%	-2%	13%	4%
D3 ag	-3	-1	5	4	-4
aSyn yeast inh	-17%	-4%	0%	1%	0%
DRD3 antagonist	8	-5	0	-3	-2
EPAC2 ag	3%	7%	5%	6%	-6%

11. CC(=O)Nc1cc(NC(=O)C2C3C=CC(C3)C2C(=O)O)ccc1Cl (stereo unspecified)
12. COc1ccc(-c2nc(N)nc(C)c2-c2ccc(Cl)cc2)c(O)c1
13. CCOC(=O)c1c(C)[nH]c(C)c1C(=O)COC(=O)c1cccc(S(=O)(=O)NC)c1
14. COC(=O)NCC(c1ccc2c(c1)OCO2)N1CCN(c2ccc(OC)cc2)CC1 (stereo unspecified)
15. C=C(C)Cn1c(CCCNC(=O)CCC)nc2ccccc21
Screen / compound no.	11	12	13	14	15
FUS yeast rescue	20%	-9%	15%	-19%	1%
EPAC2 antag	10%	-20%	-1%	-2%	-3%
Abeta yeast res	-8%	-21%	10%	4%	1%
TDP-43 yeast inh	-20%	u	1%	10%	-1%
D3 ag	4	2	1	-4	6
aSyn yeast inh	-5%	11%	0%	7%	1%
DRD3 antagonist	7	7	-2	-10	-12
EPAC2 ag	3%	14%	-12%	-8%	4%

16. Oc1c(Cl)cc(Cl)cc1/C=N/NC(=S)NC1CC2C=CC1C2 (stereo unspecified)
17. COc1ccc(C)cc1S(=O)(=O)Nc1cccc(-c2ccc(N3CCCC3)nn2)c1
18. CN(Cc1cccnc1)C(=O)Cc1ccc(NS(=O)(=O)c2cccc(C(F)(F)F)c2)cc1
19. CCCCOC(=O)c1ccc(NC(=O)CSC2=Nc3ccccc3C3CC=NN23)cc1 (stereo unspecified)
20. CC(=O)NC(Cc1ccccc1)C(=O)N1CCN(C(=S)NCC(C)C)CC1 (stereo unspecified)
Screen / compound no.	16	17	18	19	20
FUS yeast rescue	11%	35%	27%	32%	-23%
EPAC2 antag	-7%	x	2%	14%	-5%
Abeta yeast res	u	-11%	-3%	-23%	4%
TDP-43 yeast inh	-6%[1.82 µM]	6%	-12%	-1%	3%
D3 ag	-38	6	5	-1	2
aSyn yeast inh	1%	x	-3%	-5%	4%
DRD3 antagonist	-85*	x	3	u	5
EPAC2 ag	2%	x	5%	10%	-3%

# Results in EPAC2 antag, DRD3 antagonist and EPAC2 ag (five entries from above):
No.	Molecule	EPAC2 antag	DRD3 antagonist	EPAC2 ag
4	CC1CN(c2nc3c(c(=O)n(C)c(=O)n3C)n2Cc2c(F)cccc2Cl)CC(C)O1 (stereo unspecified)	9%	-3	-3%
5	Cc1cccc(N(CC(=O)NC2CCCC2)C(=O)CS(=O)CC(=O)Nc2ccc3c(c2)OCO3)c1 (stereo unspecified)	4%	-20	2%
6	O=C(Nc1cc(C(F)(F)F)ccc1N1CCCC1)c1ccc2c(c1)OCO2	6%	8	3%
7	CC(=O)c1sc(NC(=O)c2ccc3c(c2)OCO3)nc1C	14%	-5	7%
8	Cc1cnc2cc(Cl)c(Cl)cc2n1	6%	0	5%

# (further entries)
21. CS(=O)(=O)N(CCc1ccccc1)CC(=O)NCc1ccc2c(c1)OCO2
22. Cc1ccccc1NC(=O)c1sc2nc(-c3ccncc3)ccc2c1N
23. CCOC(=O)c1ccc(NS(=O)(=O)c2ccc(Br)s2)cc1
24. O=C(O)c1ccc(-n2c(-c3ccccc3)n[nH]c2=S)cc1
25. CCN1CCN(C(=O)C(C)Nc2ccc(OC)cc2OC)CC1 (stereo unspecified)
Screen / compound no.	21	22	23	24	25
FUS yeast rescue	-11%	7%	23%	26%	35%
EPAC2 antag	2%	x	x	-2%	5%
Abeta yeast res	9%	x	-10%	10%	-4%
TDP-43 yeast inh	-9%	0%	18µM*	-16%	x
D3 ag	4	6	5	-7	-7
aSyn yeast inh	-2%	x	x	-13%	-2%
DRD3 antagonist	0	x	x	-21	25
EPAC2 ag	u	x	x	3%	2%

26. COCCNC(=O)c1c[nH]c2ccc(S(=O)(=O)N3CCOCC3)cc2c1=O
27. COc1ccc(Cl)cc1N(C(=O)Nc1cccc(Cl)c1)C1=NCC(C)S1 (stereo unspecified)
28. Cc1ccc(C)c(OCC(=O)N2CCOCC2)c1
29. CCOc1ccc(-c2nc(N)ncc2-c2ccccc2)c(O)c1
30. O=C(CCNC(=O)c1ccc(Br)cc1)NCC1COc2ccccc2O1 (stereo unspecified)
Screen / compound no.	26	27	28	29	30
FUS yeast rescue	6%	2%	14%	-15%	x
EPAC2 antag	1%	-3%	-2%	-23%	12%
Abeta yeast res	-7%	31%	-1%	-15%	-46%[inhibitor]
TDP-43 yeast inh	-6%	22%	-8%	u	-42%[inhibitor]
D3 ag	1	-5	0	2	-8
aSyn yeast inh	-8%	0%	-6%	9%	3%
DRD3 antagonist	-8	12	2	0	10
EPAC2 ag	-2%	-5%	-1%	8%	6%

31. CCOC(=O)C1=C(C)NC2=C(C(=O)CCC2)C1c1cccnc1 (stereo unspecified)
32. C[C@H]1CN([C@@H](C)CO)C(=O)CCCn2nncc2CO[C@H]1CN(C)C(=O)Nc1ccc2c(c1)OCO2
33. CC(C(=O)Nc1cccnc1)n1cc([N+](=O)[O-])cn1 (stereo unspecified)
34. CC1CCCCC1NC(=O)c1ccc(CNc2c(N3CCCC3)c(=O)c2=O)cc1 (stereo unspecified)
35. NC(=O)N1OCC2COc3ccc4ccccc4c3C21 (stereo unspecified)
Screen / compound no.	31	32	33	34	35
FUS yeast rescue	17%	3%	0%	-6%	1%
EPAC2 antag	13%	4%	-1%	-6%	0%
Abeta yeast res	-8%	-2%	24%	-19%	-9%
TDP-43 yeast inh	-16%	u	8%	8%	-12%
D3 ag	-8	2	4	-9	1
aSyn yeast inh	2%	6%	7%	8%	-5%
DRD3 antagonist	-22	5	4	-3	-6
EPAC2 ag	-1%	1%	8%	2%	10%

36. Cc1ccc(NC(=O)CCCc2c[nH]c3ccccc23)nc1
37. OCCN1CCN(c2ncnc3ccc(Br)cc23)CC1
38. CC(OC(=O)/C=C/c1ccccc1)C(=O)N1CCc2ccccc21 (stereo unspecified)
39. O=C(Cc1cccs1)NNC(=S)NCc1ccc(Cl)cc1
40. CN1CC(c2ccccc2)C2(COc3ccccc3C2=O)C12C(=O)Nc1ccccc12 (stereo unspecified)
Screen / compound no.	36	37	38	39	40
FUS yeast rescue	-3%	-26%	0%	3%	x
EPAC2 antag	-9%	1%	-9%	-2%	-19%
Abeta yeast res	18%	-5%	7%	10%	-10%
TDP-43 yeast inh	12%	-14%	-1%	4%	15%
D3 ag	-11	-10	-10	-11	-4
aSyn yeast inh	-1%	1%	-9%	-6%	1%
DRD3 antagonist	u	-25	-7	-18	16
EPAC2 ag	11%	2%	13%	9%	3%

41. CN(C)S(=O)(=O)N1CCN(c2ccc([N+](=O)[O-])cc2)CC1
42. O=C(CN(C(=O)CCC(=O)Nc1ccccn1)c1ccc(F)cc1)NCCc1ccccc1
43. COCc1cc(C)nc(SCC[N+](C)(C)CC(=O)c2ccc(Br)cc2)c1C#N
44. COc1ccc(OCc2cc(C(=O)NC(C)Cc3cccnc3)no2)c(Cl)c1 (stereo unspecified)
45. O=C(CCN1C(=O)COc2ccccc21)NCCCN1CCc2ccccc2C1
Screen / compound no.	41	42	43	44	45
FUS yeast rescue	45%	0%	7%	29%	-17%
EPAC2 antag	-6%	14%	11%	-6%	-13%
Abeta yeast res	-10%	-7%	-1%	-4%	-4%
TDP-43 yeast inh	-2%	-3%	1%	-8%	-4%
D3 ag	5	6	-5	5	-26
aSyn yeast inh	0%	-1%	7%	-3%	-6%
DRD3 antagonist	-8	4	-3	2	-93*
EPAC2 ag	3%	u	3%	4%	10%

46. COc1cccc(C(C)(O)c2nc(-c3ccc(F)cc3OC)cs2)c1 (stereo unspecified)
47. CN1CCN(C(=O)C[C@@H]2C[C@H]3c4cc(NC(=O)c5cccnc5)ccc4O[C@H]3[C@H](CO)O2)CC1
48. CCOC(=O)c1c(S(=O)(=O)NCc2cccs2)c(C)n(C)c1C
49. Cn1c(CN2CCCC2)nc2cc(NC(=O)COc3ccc(Cl)cc3)ccc21
Screen / compound no.	46	47	48	49
FUS yeast rescue	14%	-26%	0%	17%
EPAC2 antag	5%	2%	3%	12%
Abeta yeast res	12%	4%	-7%	10%
TDP-43 yeast inh	0%	19%	-7%	-14%
D3 ag	-3	5	17	-30
aSyn yeast inh	14%	1%	0%	9%
DRD3 antagonist	0	1	-4	-69*
EPAC2 ag	25%	3%	-2%	3%
